Vc quorum ag = induces V. cholerae light production without autoinducers; V. cholerae BH1578 lux reporter, luminescence, 6 h; activation, % at 18.7 µM; actives 0.16% (n = 350,000); AID 588436; in the data active means activation mostly above about 9.7%, no sharp cut-off; inconclusive means no clear call, values can overlap the other calls; inactive means mostly below about 3.7%; further: not every result past the cut was called active; inactives centre near 0; reference of the scale not given here
CCHFV vOTU inh = blocks the CCHF virus ovarian tumor domain protease; CCHFV vOTU protease, Pep-AMC fluorescence; inhibition, % at 11.5 µM; actives 0.55% (n = 370,000); AID 651958; in the data active means inhibition above about 30%; further: 0% = vehicle wells with enzyme and 100% = no enzyme wells
Yp Topo-I inh = Y. pestis Topo-I inhibition via cleavage products; Y. pestis Topo-I cleavage product accumulation, plate reader; activity, % at 10 µM; actives 0.064% (n = 360,000); AID 504884; in the data active means activity above about 50%, passing the limit was not always enough; inconclusive means no clear call, values can overlap the other calls; further: inactives centre near 2
MazEF act = MazEF (E. coli) toxin RNase activation | actives 0.32% (n = 350,000) | FAM/BHQ RNA-DNA oligo cleavage fluorescence, 5 h | activation, % at 20 µM | P0AE70; in the data active means activation above about 50%
Target sequence (P0AE70 whole entry, looked up): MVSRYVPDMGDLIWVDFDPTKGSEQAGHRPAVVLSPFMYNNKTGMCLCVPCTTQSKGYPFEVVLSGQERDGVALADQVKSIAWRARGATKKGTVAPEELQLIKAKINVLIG
DUSP3 inh = inhibitors of human VHR1 phosphatase (DUSP3) | inhibition, % at 13.3 µM | AID 1654 | recombinant VHR phosphatase, pNPP absorbance | actives 0.52% (n = 290,000); in the data active means inhibition above about 50%; further: some compounds called inactive have numbers as strong as hits
Target sequence (P51452 whole entry, looked up): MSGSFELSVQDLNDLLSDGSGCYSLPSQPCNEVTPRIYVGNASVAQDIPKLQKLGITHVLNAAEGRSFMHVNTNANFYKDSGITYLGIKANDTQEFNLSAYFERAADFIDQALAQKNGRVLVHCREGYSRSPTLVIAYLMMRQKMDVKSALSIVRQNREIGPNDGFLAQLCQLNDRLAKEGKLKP
PrPC surface inh = cell surface PrPC inhibition, primary TR-FRET screen; P04156; TR-FRET read-out; inhibition, % at 13.8 µM; actives 0.43% (n = 370,000); AID 720596; in the data active means inhibition above about 24%; further: 0% = median of the test wells and 100% = reference compound wells
Rv3671c inh = inhibitors of M. tuberculosis serine protease Rv3671c. P9WHR9. inhibition, % at 5.96 µM. actives 0.048% (n = 320,000). AID 2606; in the data active means inhibition above about 38%;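 further: extracellular domain of Rv3671c used as enzyme; 0% = enzyme with DMSO and 100% = no enzyme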
Target sequence (P9WHR9 whole entry, looked up, the tested form may be a part): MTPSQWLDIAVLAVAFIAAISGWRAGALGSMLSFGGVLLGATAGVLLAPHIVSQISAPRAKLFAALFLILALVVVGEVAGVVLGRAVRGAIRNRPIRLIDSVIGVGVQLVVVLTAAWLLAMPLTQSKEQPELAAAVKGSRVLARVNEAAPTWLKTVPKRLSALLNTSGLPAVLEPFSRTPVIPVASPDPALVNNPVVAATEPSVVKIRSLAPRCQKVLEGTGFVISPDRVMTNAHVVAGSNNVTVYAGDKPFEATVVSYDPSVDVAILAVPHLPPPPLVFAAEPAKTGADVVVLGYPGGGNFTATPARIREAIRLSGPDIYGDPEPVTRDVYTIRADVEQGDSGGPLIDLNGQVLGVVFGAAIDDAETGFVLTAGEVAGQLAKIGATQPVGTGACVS
TcdB GH inh = blocks C. difficile toxin B glycohydrolase activity; P18177; TcdB glycohydrolase enzymatic assay, plate reader; inhibition, % at 9.99 µM; actives 0.24% (n = 350,000); in the data active means inhibition above about 10%
SSB-PriA inh = inhibitors of Klebsiella pneumoniae PriA binding to SSB C-terminal tail. AlphaScreen SSBct-PriA binding, biotinylated peptide. inhibition, % at 33 µM. actives 0.6% (n = 430,000). AID 1272365; in the data active means inhibition mostly above about 37%, no sharp cut-off; inactive means mostly below about 20%;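 further: plate controls were negative control peptide for no effect and reference peptide for full effect; strong numbers were not always called active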
3CLpro inhibitor = SARS-CoV 3CLpro protease inhibition; AID 1706; recombinant SARS-CoV 3CLpro, quenched FRET peptide cleavage; actives 0.14% (n = 290,000); inhibition, % at 6 µM; in the data active means inhibition above about 12%
The depositor's hits bear a star; i = inactive; ? = inconclusive; / = no result given; & = joins results of further samples.

Labels used below: A = Vc quorum ag; B = CCHFV vOTU inh; C = Yp Topo-I inh; D = MazEF act; E = DUSP3 inh; F = PrPC surface inh; G = Rv3671c inh; H = TcdB GH inh; I = SSB-PriA inh; J = 3CLpro inhibitor
Cc1cccc(OCc2nnc(SCC(=O)N3CCc4ccccc43)n2C)c1
  A = -0.2; B = -3; C = 1; D = 4; E = 34; F = -3; G = -1; H = /; I = 11; J = 3

COc1cccc(Nc2nc(N)c([N+](=O)[O-])c(N3CCOCC3)n2)c1
  A = -8.3; B = 10; C = -6; D = 8; E = 9; F = -11; G = -3; H = 0.3; I = -4; J = 0

O=C(c1cccc(Cl)c1)C1CCCN(Cc2ccc(N3CCNC3=O)cc2)C1 (stereo unspecified)
  A = i; B = 24; C = 18; D = 1; E = 36; F = 3; G = 1; H = 0.2; I = -1; J = 1

NC(=O)[C@@H]1[C@@H]2C(=O)N(c3ccc(F)cc3)C(=O)[C@@H]2[C@H]2C=Cc3ccccc3N21
  A = i; B = -3; C = 7; D = -76; E = 4; F = -2; G = -11; H = 1.2; I = 4; J = 5

NCCCC[C@H]1CN=C(N)N1CCc1cccc2ccccc12
  A = -2.1; B = 0; C = 0; D = 8; E = /; F = 6; G = 5; H = 1.5; I = 5; J = /

COc1cc(N(CCCn2cnc3c(SC)ncnc32)CCCn2cnc3c(SC)ncnc32)cc(OC)c1OC
  A = -0.4; B = 18; C = 1; D = 10; E = /; F = 8; G = /; H = -1.3; I = /; J = /

O=c1c2cn[nH]c2[nH]c(=S)n1-c1ccccc1
  A = i; B = -1; C = -3; D = 18; E = 20; F = -3; G = 2; H = /; I = -2; J = -2

COc1ccc(-c2nc(SC)n(C(=O)c3ccco3)n2)cc1
  A = -0.7; B = 0; C = 1; D = -13; E = -14; F = -2; G = -7; H = /; I = -2; J = -3

Cc1ccc(S(=O)(=O)NC2=NCN(CCOC(=O)c3ccccc3)CN2)cc1
  A = i; B = 11; C = 12; D = -3; E = -19; F = -5; G = 4; H = 1.6; I = -2; J = 2

Cc1c(Cl)cccc1NC(=O)C1C2C=CC(C2)C1C(=O)O (stereo unspecified)
  A = -0.8; B = 11; C = 0; D = 0; E = 1; F = -4; G = -7; H = 1.0; I = -11; J = -3

O=C(O)COC(=O)C1C(c2ccccc2)C(C(=O)O)C1c1ccccc1 (stereo unspecified)
  A = -0.1; B = -3; C = 2; D = -15; E = 24; F = 5; G = 6; H = -0.2; I = -6; J = 2

CC12C=CC3(CN(Cc4ccccc4)C(=O)C3C1C(=O)NCc1ccco1)O2 (stereo unspecified)
  A = i; B = -10; C = 2; D = -9; E = 19; F = -7; G = -12; H = /; I = 2; J = -4

Cc1ccc(-n2c(SCC(N)=O)nc3c(oc4ccccc43)c2=O)cc1
  A = i; B = 5; C = -4; D = 3; E = 2; F = 13; G = -7; H = -2.3; I = 6; J = -6

CC(=O)Nc1ccc(NS(=O)(=O)c2cc(-c3cnc(C4CC4)o3)ccc2C)cc1
  A = i; B = 12; C = 10; D = 6; E = -2; F = -2; G = -8; H = -4.0; I = -9; J = 7

Cc1ccnc(NC(=O)CCC2CCCCC2)c1
  A = -0.3; B = -4; C = 7; D = 8; E = 10; F = 7; G = 7; H = /; I = -23; J = -4

COC(=O)c1cccc(F)c1C(=O)c1cccc2ccccc12
  A = -5.0; B = 2; C = 9; D = 0; E = /; F = -5; G = /; H = 1.9; I = -9; J = /

CCN(CC)S(=O)(=O)c1ccc2c(c1)nc(CCC(=O)OCC(=O)Nc1c(F)cccc1F)n2C
  A = -0.3; B = -15; C = 11; D = -4; E = -4; F = 0; G = -1; H = 0.6; I = -8; J = -2

O=C(Nc1ccc2c(c1)OCCO2)c1c(Cl)cccc1Cl
  A = i; B = -2; C = 4; D = 3; E = /; F = -1; G = /; H = 2.1; I = /; J = /

CCOC(=O)CNC(=S)N1CCn2c(nc3ccccc32)C1
  A = -0.2; B = 5; C = 1; D = -3; E = 25; F = 7; G = -3; H = -0.6; I = 4; J = 0

COc1cc(CC(=O)OCC(=O)NCc2cccs2)cc(OC)c1OC
  A = i; B = 7; C = 6; D = 10; E = /; F = 9; G = 3; H = -1.8; I = -3; J = /

Cc1cc(NC(=O)CN(C)S(=O)(=O)c2cnc[nH]2)ccc1Br
  A = 0.5; B = 12; C = 8; D = 7; E = 4; F = 9; G = 4; H = -0.2; I = -15; J = 8

CN(C)CCCNc1nc2cc(-c3cnn(Cc4ccccc4)c3)sc2c(=O)n1C
  A = i; B = -3; C = -1; D = /; E = /; F = 4; G = /; H = 2.1; I = /; J = /

O=C(Nc1ccc(Br)cc1)C1CCC(=O)N1Cc1ccccc1Cl (stereo unspecified)
  A = -10; B = -3; C = 6; D = -1; E = 10; F = 11; G = 1; H = /; I = -9; J = 0

CC(=O)N1Cc2ccccc2C(C)CC12CCCCC2 (stereo unspecified)
  A = -0.6; B = 10; C = 16; D = 5; E = -7; F = 5; G = -13; H = 6.8; I = 0; J = 2

Cc1c(Cl)cccc1N/C(=N/S(=O)(=O)c1cccs1)c1ccccc1
  A = -0.5; B = -4; C = 19; D = 7; E = 22; F = -5; G = -7; H = 2.1; I = /; J = -1

COc1ccc(-c2[nH]ncc2/C=C(/C#N)C(=O)NC2CCCCC2)cc1
  A = i; B = 7; C = -5; D = -3; E = 17; F = -11; G = -10; H = /; I = -19; J = 0

COc1ccc(S(=O)(=O)N(C)C[C@H]2Oc3c(NC(=O)Nc4ccc(C(F)(F)F)cc4)cccc3C(=O)N([C@H](C)CO)C[C@@H]2C)cc1
  A = -0.7; B = /; C = 33; D = 14; E = /; F = /; G = -69; H = -0.3; I = -3; J = /

CCC(C)[C@H]1CNC(=S)N1CCc1cc(C(F)(F)F)cc(C(F)(F)F)c1 (stereo partly specified)
  A = i; B = 24; C = -6; D = 11; E = 7; F = 7; G = -10; H = 0.0; I = -16; J = 3

Cc1csc(NC(=O)CSc2nnc(-c3ccco3)n2C)n1
  A = i; B = -16; C = -2; D = -5; E = 25; F = -1; G = 0; H = /; I = -13; J = 0

CC(=O)Nc1ccc(N2C(=O)CC(N3CC(C)OC(C)C3)C2=O)cc1 (stereo unspecified)
  A = /; B = -11; C = 1; D = 2; E = 6; F = 3; G = -2; H = 0.5; I = -3; J = 1

Whole records, looked up by structure.
Profile of `CC(=O)Nc1ccc(N2C(=O)CC(N3CC(C)OC(C)C3)C2=O)cc1` (stereo unspecified) : Vc quorum ag = /; CCHFV vOTU inh = -11; Yp Topo-I inh = 1; MazEF act = 2; DUSP3 inh = 6; PrPC surface inh = 3; Rv3671c inh = -2; TcdB GH inh = 0.5; SSB-PriA inh = -3; 3CLpro inhibitor = 1
Profile of `CCOC(=O)CNC(=S)N1CCn2c(nc3ccccc32)C1` : Vc quorum ag = -0.2; CCHFV vOTU inh = 5; Yp Topo-I inh = 1; MazEF act = -3; DUSP3 inh = 25; PrPC surface inh = 7; Rv3671c inh = -3; TcdB GH inh = -0.6; SSB-PriA inh = 4; 3CLpro inhibitor = 0

Further results
Labels used below: A = Vc quorum ag; B = CCHFV vOTU inh; C = Yp Topo-I inh; D = MazEF act; E = DUSP3 inh; F = PrPC surface inh; G = Rv3671c inh; H = TcdB GH inh; I = SSB-PriA inh; J = 3CLpro inhibitor
OCC[C@@H]1C[C@H](O)[C@@H](O)[C@]2(Cc3ccccc3O2)O1
  A = 3.8; B = /; C = 0; D = 7; E = 10; F = /; G = -4; H = /; I = -2; J = 1

COc1ccccc1CNCC(O)(c1ccc(F)cc1)c1ccc(F)cc1
  A = -1.2; B = 6; C = 11; D = 3; E = 44; F = -8; G = -8; H = 1.2; I = -6; J = 1

O=C(NCc1ccc2c(c1)OCO2)c1ccc(CSCc2ccccc2Cl)o1
  A = -0.2; B = 10; C = ?; D = 5; E = 26; F = 1; G = -8; H = /; I = -5; J = 8

COc1ccccc1NC(=O)COC(=O)c1cnccn1
  A = -0.6; B = 6; C = -8; D = 2; E = 27; F = -1; G = -1; H = /; I = -5; J = 1

CCOC(=O)c1cnc2ccccc2c1Nc1ccc(C(=O)O)cc1
  A = 0.7; B = 4; C = -11; D = -10; E = 6; F = -6; G = -3; H = 1.3; I = -10; J = 1

COc1ccc(/C=C/C(=O)Nc2ccccc2C(N)=O)cc1S(=O)(=O)N1CCOCC1
  A = 1.2; B = -1; C = 2; D = 2; E = /; F = -11; G = /; H = 1.2; I = 3; J = /

CCCN(CCC)C(=O)CSc1nc2n[nH]c(C)c2c(=N)n1-c1ccc(OC)cc1
  A = i; B = 15; C = 26; D = 5; E = 19; F = 5; G = 2; H = /; I = 4; J = -3

CCOc1ccc2[nH]c3c(=O)n(CCC4=CCCCC4)cnc3c2c1
  A = -0.1; B = -4; C = 4; D = 4; E = 25; F = 6; G = -7; H = -7.7; I = -8; J = -7

O=C(O)C1(C(=O)O)CCC2(CCCCC2)CC1
  A = -0.3; B = 2; C = 3; D = 3; E = /; F = 8; G = /; H = 0.9; I = /; J = /

O=C(Nc1ccc(C(F)(F)F)cc1)c1cc(S(=O)(=O)NCC2COc3ccccc3O2)ccc1F (stereo unspecified)
  A = -0.2; B = 24; C = -16; D = 3; E = 23; F = 2; G = -37; H = 0.7; I = -5; J = 8

COC(=O)[C@]1(Cc2ccccc2)N[C@H](CN(C)S(=O)(=O)c2ccc(OC(F)(F)F)cc2)[C@@H]2C(=O)N(C)C(=O)[C@@H]21
  A = i; B = 1; C = 20; D = 3; E = /; F = -1; G = -5; H = 2.2; I = -4; J = /

CCCNC(=O)c1nc(C)n(-c2cc(Cl)cc(Cl)c2)n1
  A = -0.2; B = 0; C = 1; D = 0; E = -7; F = 10; G = -5; H = 0.5; I = -2; J = 1

Cc1noc(C)c1COC(=O)c1ccc2c(c1)OCCO2
  A = i; B = 4; C = 13; D = 5; E = 27; F = -1; G = -4; H = 2.2; I = -16; J = 4

O=C(NN=Cc1c(F)cccc1F)c1ccccc1NS(=O)(=O)c1cccs1
  A = -1.1; B = 9; C = 3; D = -9; E = /; F = 3; G = -3; H = 1.5; I = -17; J = /

COc1ccccc1NC(=O)C1CCN(S(=O)(=O)c2ccc3c(c2)NC(=O)C(C)S3)CC1 (stereo unspecified)
  A = i; B = 4; C = 4; D = -4; E = -1; F = 3; G = 1; H = 0.0; I = -6; J = -5

CNc1ccc(Br)cc(C(=O)/C=C/c2ccc(Cl)cc2Cl)c1=O
  A = i; B = 7; C = 4; D = -5; E = 11; F = 1; G = 1; H = -0.5; I = 9; J = 4

C[C@@H]1CNC(=O)c2c(C(=O)NCc3ccc(CNC(=O)OC(C)(C)C)cc3)ncn21
  A = -0.2; B = 4; C = -1; D = 7; E = /; F = -6; G = /; H = 0.9; I = /; J = /

O=C1C(=O)N(CNc2cccnc2)c2ccccc21
  A = -0.5; B = -4; C = 4; D = 0; E = -40; F = -7; G = 3; H = /; I = -9; J = 3

CC1=C(C(=O)N2CCCC(CCC(=O)NCc3ccc(F)c(F)c3)C2)OCCO1 (stereo unspecified)
  A = -0.2; B = 2; C = 4; D = 1; E = 25; F = -2; G = -13; H = -0.5; I = 0; J = 1

COc1cc(C2c3c(-c4ccccc4)n[nH]c3C(=O)N2c2ccc(C(=O)O)cc2)ccc1O (stereo unspecified)
  A = -0.1; B = /; C = 0; D = -2; E = 9; F = /; G = 9; H = /; I = -7; J = -3

O=C1c2ccccc2C(=O)c2c1cccc2N1CCN(CCO)CC1
  A = i; B = 14; C = -23; D = 8; E = 28; F = -62; G = -1; H = 3.7; I = 4; J = -3

CCCCOc1ccc(CNC(=S)N/N=C/c2ccc(OC)c(OC)c2)cc1
  A = -5.6; B = 4; C = 15; D = 1; E = 27; F = -4; G = -13; H = /; I = /; J = 4

CCOc1ccc(-n2c(SC)nc3c(c2=O)SCC3)cc1
  A = i; B = 6; C = 9; D = 6; E = -18; F = -10; G = -6; H = /; I = -3; J = -8

CC(C)OC(=O)CC(=O)c1sc2nc3c(cc2c1N)CN(C)CC3
  A = /; B = /; C = /; D = -386; E = 6; F = /; G = -2; H = /; I = 5; J = 0

CCc1cc(C(=O)OC)c(NC(=O)CC2NCCNC2=O)s1 (stereo unspecified)
  A = i; B = 6; C = 10; D = 5; E = 8; F = -3; G = -10; H = /; I = -27&-1; J = -3

Some of the compounds tested; count on the stated rates, not on these rows.
